Source: PubChem BioAssay
Rab9 prom act: activates the Rab9 promoter | Huh7 Rab9 promoter-luciferase reporter, luminescence, 24 h | 2.8% of 320,000 active | Potency, µM (series often up to 9.22 µM), without a hit: at the top dose activation, negative = inhibition, most hits filed as activators; note: % of control where 0% means no effect; nearly all actives have a fitted effect of over 60% in size
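Rab9 promoter-driven luciferase in stably transfected Huh7 cells; 1500 cells/well rested 2 h, exposed to compound in DMSO for 24 h at 37 °C, 5% CO2. Luminescence read 10 min after adding luciferase reagent at ambient temperature.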
uPA generation: cell surface uPA generation inhibition | Potency, µM (highest dose often 38.3 µM), for inactives: at the top dose activity change, negative = inhibition, hits mostly inhibitors | 0.31% of 330,000 active | cell surface uPA generation assay, qHTS; active = well fitted inhibition curve with a large enough effect; inconclusive = small, poorly fitted or top-dose-only effect; inactive = no such curve, though single readings can be large or run the other way; tested in mouse RAW 264.7 cells; note: % is set by controls: 0 for no effect and ±100 for the full control effect; nearly all actives have a fitted effect of over 55% in size
VP16 counter: inhibits Gal4-VP16 luciferase reporter, ROR gamma counter-screen | Potency, µM (doses to about 53.6 µM), for inactives: at the top dose activity, negative = inhibition, most hits filed as inhibitors | Drosophila S2 Gal4-VP16 UAS-luciferase, luminescence, 20 h | AID 2546 | 3.5% of 310,000 active;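 note: Gal4-VP16 expression switched on by copper sulfate through the metallothionein promoter; % is set by controls: 0 for no effect and ±100 for the full control effect; nearly all actives have a fitted effect of over 50% in size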
ELG1 genotoxic: induces genotoxicity in HEK293T cells with luciferase-tagged ELG1; Potency, µM (top dose mostly 46 µM), inactives show at the highest dose activity change, positive = activation, hits mostly activators; HEK293T ELG1-luciferase reporter, luminescence, 16 h; 1.3% of 330,000 active; note: % of control where 0% means no effect; nearly all actives have a fitted effect of over 60% in size
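Genotoxicity was scored as increased ELG1-luciferase reporter signal, measured by ONE-Glo luminescence (30 min, room temperature). Compound or vehicle exposure of the HEK293T reporter cells lasted 16 hr at 37°C.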
NPC1 prom act: activates the NPC1 promoter; Huh7 NPC1 promoter luciferase reporter, 24 h; Potency, µM (doses to about 9.22 µM), without a hit: at the highest dose activation, most hits filed as activators; 2.4% of 320,000 active; AID 485313;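 note: % of control where 0% means no effect; nearly all actives have a fitted effect of over 60% in size; reporter is driven by a mutant NPC1 promoter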
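Cells: Huh7 expressing luciferase under the NPC1 promoter, 1500/well. Seeded 2 h, compound added, incubated 24 h at 37 °C. Luciferase reagent, 10 min ambient, then luminescence.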
FLuc counter: counter-screen for miR-21 project: firefly luciferase inhibitors or activators | Potency, µM (top dose mostly 57.5 µM), for the others: at the highest dose activity change, negative = inhibition, hits mostly inhibitors | 6.9% of 360,000 active | purified FLuc, Km substrates, luminescence inhibition | P08659 | AID 588342;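 note: plate controls were vehicle for no effect and reference inhibitor for full effect; nearly all actives have a fitted effect of over 55% in size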
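Biochemical qHTS of compounds, final roughly 60 µM downward over six points, against 10 nM purified firefly luciferase using Km concentrations of substrates (10 uM D-luciferin, 10 uM ATP) in Tris acetate pH 7.5 buffer; luminescence output.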
p53 reactivation: re-activators of mutant p53. AID 504706. H1299 p53-A138V BP100-luciferase reporter, luminescence, 24 h. Potency, µM (top dose mostly 92.2 µM), without a hit: top-dose activity change, positive = activation, usual class: activators. 0.063% of 320,000 active; note: % of control where 0% means no effect; nearly all actives have a fitted effect of over 45% in size
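p53-null H1299 cells stably carrying temperature-sensitive p53-A138V and a BP100-luciferase reporter were pinned with compounds (4-point, 1:5 series) and held 24 hrs at 37 deg C. Luminescence was read 10 min after detection reagent.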
MBNL1 CUG block: blocks human MBNL1 binding to CUG repeat RNA. AID 2675. Q9NR56. Potency, µM (highest dose often 57.5 µM), for inactives: at the top dose activity change, negative = inhibition, actives largely listed as inhibitors. 0.036% of 280,000 active. TR-FRET MBNL1-His/biotin-(CUG)12 binding, 665/545 ratio; active = well fitted inhibition curve with a large enough effect in the signal ratio, with a control signal flat, not every such curve was filed as active; inconclusive = small, poorly fitted or top-dose-only effect, or effect the other way, or a change in a side signal; inactive = no such curve, though single readings can be large or run the other way; the % refers to the signal ratio; note: % is set by controls: 0 for no effect and ±100 for the full control effect
Target sequence (Q9NR56 whole entry, looked up): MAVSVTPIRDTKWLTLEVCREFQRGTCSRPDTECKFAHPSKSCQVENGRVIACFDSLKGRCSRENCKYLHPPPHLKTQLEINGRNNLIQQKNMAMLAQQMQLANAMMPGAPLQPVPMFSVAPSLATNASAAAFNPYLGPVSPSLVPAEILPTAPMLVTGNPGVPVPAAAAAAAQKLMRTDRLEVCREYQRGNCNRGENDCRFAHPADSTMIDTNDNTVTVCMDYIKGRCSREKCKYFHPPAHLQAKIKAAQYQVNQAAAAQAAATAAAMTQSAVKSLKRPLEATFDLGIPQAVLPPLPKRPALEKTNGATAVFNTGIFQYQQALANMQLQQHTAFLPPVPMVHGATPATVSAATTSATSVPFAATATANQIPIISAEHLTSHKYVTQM
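Ratiometric TR-FRET (665 over 545 nm, excitation 340 nm) tracks disruption of MBNL1-His/biotin-(CUG)12 complex after 60 min at room temperature, with compounds at 92 nM to 58 uM final.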
RORg inh: inhibitors of mouse ROR gamma transcriptional activity; Potency, µM (doses to about 53.6 µM), inactives show at the highest dose activity change, negative = inhibition, most hits filed as inhibitors; 5.4% of 310,000 active; Drosophila S2 Gal4-RORgamma UAS-luciferase reporter, 20 h; P51450; note: % is set by controls: 0 for no effect and ±100 for the full control effect; nearly all actives have a fitted effect of over 60% in size
Target sequence (P51450 whole entry, looked up, the tested form may be a part): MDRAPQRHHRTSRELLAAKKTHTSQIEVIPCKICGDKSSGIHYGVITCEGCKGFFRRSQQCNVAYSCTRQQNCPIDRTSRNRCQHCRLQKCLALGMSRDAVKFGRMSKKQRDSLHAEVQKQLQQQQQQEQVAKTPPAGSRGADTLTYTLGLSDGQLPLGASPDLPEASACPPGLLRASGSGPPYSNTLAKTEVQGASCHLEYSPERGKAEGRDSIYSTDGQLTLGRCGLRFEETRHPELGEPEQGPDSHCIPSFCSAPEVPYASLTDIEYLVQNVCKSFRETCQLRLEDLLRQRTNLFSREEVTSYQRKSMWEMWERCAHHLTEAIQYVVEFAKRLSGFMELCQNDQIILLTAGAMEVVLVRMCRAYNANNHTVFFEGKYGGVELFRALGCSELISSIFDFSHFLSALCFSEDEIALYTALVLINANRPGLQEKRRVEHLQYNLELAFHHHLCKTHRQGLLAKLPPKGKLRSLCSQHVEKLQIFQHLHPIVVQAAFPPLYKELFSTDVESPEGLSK
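Stably transfected Drosophila Schneider cells are the test system, with ROR gamma fused to Gal4 and luciferase under UAS control; luminescence is read after 20 hr of 700 uM copper sulfate induction at ambient temperature.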
BRCA1 expr up: BRCA1 expression activation; MCF7-BRCA1-FFLuc reporter, luminescence, 48 h; response scale: scaled: vehicle 0%, 10 µM genistein 100%; Potency, µM (top dose mostly 46.1 µM), without a hit: top-dose activation, most hits filed as activators; 1.1% of 380,000 active; note: nearly all actives have a fitted effect of over 80% in size; some results filed as inactive show a strong effect at the top dose
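First, MCF7-BRCA1-FFLuc cells (2000/well) attach for 2 h; next, compounds are pin-added and incubated 48 h at 37 °C; finally, luciferase reagent is added and luminescence read after 15 min.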
An asterisk follows results filed as active; ? = inconclusive; · = not tested or not shown; & = joins results of further samples; [ ] = remark or other dose. Unless noted, calls come from the whole dose curve; as a rule, active = well fitted curve in the direction sought with a large enough effect; inconclusive = small, poorly fitted or top-dose-only effect, or another doubt; inactive = no such curve, though single readings can be large; an effect the other way counts as inactive or inconclusive. Potency is the fitted concentration of half-maximal effect.

SMILES	Rab9 prom act	uPA generation	VP16 counter	ELG1 genotoxic	NPC1 prom act	FLuc counter	p53 reactivation	MBNL1 CUG block	RORg inh	BRCA1 expr up
COCCn1c(SCC(=O)OC(C)C)nnc1-c1ccccc1	-9%	5%	-6%	0%	2%	0%	1%	6%	8%[10 µM]	0%
COc1ccc(OC2CCN(S(=O)(=O)c3ccc(F)cc3)CC2)cc1	5%	-1%	0%	-9%	0%	0%	-3%	-1%	?	-20%
C[C@@H]1CN(Cc2nc(-c3ccc(Cl)cc3)no2)C[C@H](C)O1	-3%	-1%	5%	-1%	1%	-6%	1%	3%	17%	-11%
CC(C)CNC(=O)CSc1n[nH]c(=O)n1CCc1ccccc1	-2%	-1%	6%	-5%	-3%	-2%	0%	-15%	0%	-4%
CCOC(=O)C1=C(C)C2C3C(=O)N(c4cc(C)ccc4C)C(=O)C3C1(C)C1C(=O)N(c3cc(C)ccc3C)C(=O)C21 (stereo unspecified)	-7%	2%	?	-1%	-1%	1%	-7%	?	7%	1%
CCc1c(C)sc(NC(=O)c2ccc(Br)o2)c1C(=O)OC	4%	5%	-19%	-2%	5%	-15%	0%	-4%	-22%	-64%
COc1ccc(C2Nc3ccc4ccccc4c3-c3c2c(=O)oc2ccccc32)cc1 (stereo unspecified)	-2%	·	1%	2%	-1%	6%	3%	-3%	?	·
Cc1cccc(Nc2ncccc2C(=O)O)c1C	2%	-2%	4%&19%	11%	10%	21µM*	?	-9%	4%&32%	7%
COc1ccc(CCNC(=O)CCS(=O)(=O)c2ccc(Br)cc2)cc1OC	-5%	9%	-5%	0%	-5%	-3%	-4%	5%	-1%	-2%
Cc1ccc(NC(=O)CCN2C(=O)CSC2=O)cc1	-2%	-1%	2%	2%	-5%	-7%	17%	?	28%	0%

Brought forward from above: 3 compounds, then new ones.
SMILES	Rab9 prom act	uPA generation	VP16 counter	ELG1 genotoxic	NPC1 prom act	FLuc counter	p53 reactivation	MBNL1 CUG block	RORg inh	BRCA1 expr up
Cc1cccc(Nc2ncccc2C(=O)O)c1C	2%	-2%	4%&19%	11%	10%	21µM*	?	-9%	4%&32%	7%
COc1ccc(CCNC(=O)CCS(=O)(=O)c2ccc(Br)cc2)cc1OC	-5%	9%	-5%	0%	-5%	-3%	-4%	5%	-1%	-2%
Cc1ccc(NC(=O)CCN2C(=O)CSC2=O)cc1	-2%	-1%	2%	2%	-5%	-7%	17%	?	28%	0%
CC1(C2(O)CC(c3ccccc3)ON2)CCCCC1 (stereo unspecified)	3%[1.84 µM]	·	28%	-9%	1%	?	5%	2%	21%	·
CC(C)(C)OC(=O)N[C@@H](Cc1ccccc1)C(=O)NCC1CCC(C(=O)N[C@@H](CC(=O)O)C(=O)O)CC1 (stereo partly specified)	-1%	15%	-1%	0%	1%	1%	-2%	-4%	-4%	13%
FC(F)(F)c1cnc2c(c1)Nc1ccccc1S2	3%	-6%	4%	?	8%	-12%	?	3%	40%	2%
Cc1nn(-c2ccccc2)c(C)c1C(=O)OCC(=O)Nc1ccccc1C(F)(F)F	24%	-8%	·	2%	13%	?	?	·	·	79%
Cc1ccc(S(=O)(=O)N(C)C[C@@H]2Oc3c(NC(=O)C4CC4)cccc3C(=O)N([C@@H](C)CO)C[C@@H]2C)cc1	·	-6%	·	1%	·	·	-5%	·	·	0%
Cc1ccc(-c2csc(NC(=O)c3ccccc3Cl)c2C(=O)O)cc1	5%	1%	-8%	1%	-5%	27µM*	7%	-9%	0%	24%
Cn1c(SCc2cccc(F)c2)nnc1-c1cnccn1	?	2%	?	?	?	-19%	3%	6%	44%	?
CCOc1ccccc1Nc1nnc(SCc2ccc(C(=O)OC)o2)s1	1%	0%	-14%	1%	-2%	6%	-4%	-2%	?	-60%
Cc1ccsc1C(=O)C1CCCN(Cc2cn(C)nc2-c2ccccc2)C1 (stereo unspecified)	?	-1%	-1%	-8%	1%	-1%	0%	-17%	9%	-8%
CCC(C)N(C(=O)CSc1nnc(-c2cccs2)n1C1CC1)C1CCS(=O)(=O)C1 (stereo unspecified)	10%	2%	·	1%	-1%	1%	-1%	·	·	-4%
O=C(COc1ccccc1C(=O)O)Nc1cccc2ccccc12	·	7%	·	-2%	·	·	-3%	·	·	2%
CCOc1ccccc1NC(=O)CCSc1nc2n[nH]c(C)c2c(=N)n1-c1ccccc1Cl	-8%	·	-7%	-14%	0%	-1%	-12%	?	-22%	-20%
COc1ccc(OCC(=O)Nc2ccc(N3CCOCC3)cc2)cc1	5%	-15%	13%	0%	10%	-1%	-3%	-4%	-24%	1%
CC(CNC(=O)COc1ccc2c(c1)OCO2)c1ccccc1 (stereo unspecified)	-1%	-25%	·	5%	-2%	-2%	-1%	·	·	16%
Cc1nn(C)cc1/C=N/n1nnnc1N	0%	2%	7%	3%	2%	5%	8%	-1%	7%	2%
Cc1ccc(C)c(CSc2nnc(-c3cccnc3)o2)c1	10%	1%	-9%	0%	-7%	-1%	10%	5%	7%	-48%
Cc1cc(OC(C)C(=O)N(Cc2cccs2)C2CCS(=O)(=O)C2)ccc1Cl (stereo unspecified)	-2%	5%	-9%	0%	-6%	-1%	3%	-14%	21%	-20%
CCOC(=O)c1[nH]c(C)c(C(=O)Nc2ccc3c(c2)CCC3)c1C	?	-6%	?	2%	20%	3%	3%	-3%	?	25%
O=S(=O)(Nc1cccc2cccnc12)c1ccc(S(=O)(=O)N2CCCC2)cc1	-16%	?	5µM*	11%	-12%	-4%	4%	11%	2.5µM*	-67%
Cc1ccc(S(=O)(=O)Nc2cccc(CP(=O)(c3ccccc3)c3ccccc3)c2)cc1	0%	4%	18%	-5%	-3%	2%	-4%	·	6%	0%
Cc1c(C(=O)N2CCN(CCc3ccccn3)CC2)oc2ccc(Cl)cc12	-3%	-5%	2%	0%[9.26 µM]	-3%	-6%	-7%	-7%	-13%	4%
Cc1ccc2nc(N3CCN(C(=O)CCC(=O)O)CC3)nc(-c3ccccc3)c2c1	-7%	-2%	0%	0%	-2%	0%	6%	11%	6%	3%
CCn1cc(CN2CCN(Cc3ccccc3)C(CCO)C2)c2ccccc21 (stereo unspecified)	0%	-3%	-2%	-6%	-5%	0%	3%	-5%	-20%	-6%
Cc1cc(NC(=O)CC2(CC(=O)O)CCCC2)n(C)n1	-1%	1%	2%	0%	-4%	0%	-3%	-8%	4%	-1%
COc1ccc(-c2noc(CSc3nc(-c4ccccc4)cc(=O)[nH]3)n2)cc1	0%	·	13%	2%	7%	-3%	-3%	-1%	?	8%
O=C(Cn1cnc2ccc(Cl)cc2c1=O)c1cccs1	0%	-3%	-1%	1%	-1%	-3%	-2%	6%	38%	-11%
O=C(COc1ccc(S(=O)(=O)N2CCCCC2)cc1)NCc1ccccn1	-1%	2%	-7%	0%	0%	0%	1%	-3%	2%	0%
CCSc1nnc(NC(=O)COc2ccc(Cl)cc2)s1	-1%	10%	-14%	4%	-1%	-18%	-2%	142%[activator]	6%	-2%
CC[C@@H](C)[C@H](CN[C@H](CNC)C(C)C)NC[C@@H](C)c1ccc(CC(C)C)cc1	3%	?	?	-15%	-2%	1%	·	6%	10µM*	-35%
Cc1c(C(=O)NC(C)C2CC3CCC2C3)cccc1[N+](=O)[O-] (stereo unspecified)	3%	3%	6%	-3%	-3%	2%	1%	9%	-1%	-22%
COc1ccc(C(CNC(=O)C(=O)Nc2ccc3c(c2)OCCO3)N2CCN(C)CC2)cc1 (stereo unspecified)	-9%	-4%	·	-2%	1%	4%	9%	·	·	9%
S=c1[nH]nc(CSCCOc2ccccc2)o1	-3%	0%	-12%	1%	-1%	-18%	-3%	-18%	?	5%
C=CCNC(=S)N1CCC(C(=O)c2ccc3c(c2)OCCO3)CC1	-40%[inhibitor]	4%	10%	-3%	1%	-2%	4%	-5%	0%	-12%
COc1cccc(CN(C)CC(=O)NCc2ccccc2Cl)c1	-6%	0%	-20%	2%	-4%	-1%	-12%	-13%	-6%	0%
CCCn1c(=O)c2ccccc2n2c(SCC(=O)N3CCc4ccccc4C3)nnc12	-3%	-13%	3%	-5%	1%	1%	-4%	-9%	1%	-12%
Cn1c(SCc2nc(-c3cccs3)no2)nnc1C1CCCCC1	-6%	0%	18%	-7%	2%	0%	-5%	0%	9%	-1%
O=C(CN1C(=O)S/C(=C\C=C\c2ccccc2)C1=O)N1CCOCC1	26%	-4%	-3%	13%	19%	4.8µM*	2%	28%	-6%	-3%
CCc1nc(SCC(=O)NCCc2ccccc2)c2oc3ccccc3c2n1	4%	4%	1%	-5%	-3%	-19%	-6%	-1%	-37%	9%
Cc1nc2ccc(F)cc2cc1C(=O)NCC1CCCO1 (stereo unspecified)	-5%	6%	-4%[0.365 µM]	-2%	7%	-16%	2%	-6%	-32%	-32%
O=C(OCC(=O)N1CCCC1)c1c(Cl)ccc(Cl)c1Cl	6%	-3%	13%	2%	9%	-11%	1%	1%	-14%	-48%
COc1ccc(CCNC(=O)C(C)SCC(=O)Nc2ccc(F)cc2)cc1 (stereo unspecified)	·	5%	·	2%	·	·	-9%	·	·	-5%
O=C(O)Cn1cnc2sc3c(c2c1=O)CCCC3	-3%	3%	-1%	-3%	-2%	-2%	2%	8%	30%	-7%
